AddAB inh: less growth of phage-infected E. coli with AddAB; E. coli expressing H. pylori AddAB, absorbance growth; inhibition, % at 11.9 µM; 0.29% of 330,000 active; AID 435030; in the data active means inhibition above about 12%;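 further: 0% = vehicle wells of infected cells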
Ecoli viability: counter-screen for AddAB inhibitors: E. coli growth inhibition | inhibition, % at 11.9 µM | AID 449728 | 0.27% of 330,000 active | E. coli V3065 growth, OD600 absorbance, 18 h;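 active means inhibition above the campaign's mean inhibition across all tested compounds plus 3 SD, cut at about 9.9% in these data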;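 further: uninfected addAB+ strain grown without phage in ampicillin broth; 0% = DMSO wells and 100% = ciprofloxacin 0.95 µg/ml wells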
Numbers without * were called inactive. The list is partial, so the mix of outcomes need not match the whole.

smiles | AddAB inh | Ecoli viability
O=C(NCc1cccs1)C1CCCN1C(=O)Nc1ccc(Cl)cc1 (stereo not drawn) | 1.3 | -2.2
O=C(N[C@H](C(=O)O)c1ccccc1)C1CCC(Cn2nnc3ccccc3c2=O)CC1 (stereo partly drawn) | 1.4 | 2.0
CCOc1ccc2cc(C#N)c(SCC(=O)NC(C)CC)nc2c1 (stereo not drawn) | 2.0 | 1.9
CCOC(=O)c1[nH]c2cc(OC)c(OC)cc2c1NC(=O)CN1CCN(c2ccc(OC)cc2)C(C)C1 (stereo not drawn) | 1.3 | -3.0
Cn1c(=O)c2c(-c3ccccc3)n3c4ccccc4ncc3c2n(C)c1=O | 2.2 | 1.5
COc1ccc2nc(Nc3nc(CSc4nc5ccccc5s4)cc(=O)[nH]3)nc(C)c2c1 | -0.9 | -3.4
Cc1cccc2c1Sc1ccc(Cl)cc1CC2N1CCNCC1 (stereo not drawn) | 3.0 | 0.0
O=C1c2cccc(O)c2C(=O)c2c(O)cccc21 | -3.3 | -3.4
COc1ccc(NC(=O)N(Cc2cccs2)Cc2cc3cc4c(cc3[nH]c2=O)OCO4)cc1 | 1.0 | 0.6
COc1ccccc1NC(=O)Nc1nnc(-c2ccco2)s1 | 2.3 | 2.6
CC1=C(C#N)C(=O)N(C2CCS(=O)(=O)C2)C(=O)/C1=C\c1ccco1 (stereo not drawn) | -0.6 | -3.1
O=C(c1cccn2c(=O)c3cc4ccccc4cc3nc12)N1CCN(c2ccccc2)CC1 | 1.8 | -1.8
COc1cc2nc(Cl)nc(N3CCN(C)CC3)c2cc1OC | 1.0 | -0.8
CCN(CC)C(=O)c1ccc2c(c1[N+](=O)[O-])C(=O)c1ccccc1C2=O | 2.3 | 1.5
Cc1ccc2nc(N3CCCCC3)c(C=O)c(=O)n2c1 | -1.3 | -0.7
Fc1ccccc1Cn1cnc(NC(=S)NCCc2ccccc2)n1 | 3.5 | 0.7
CSCCC(NC(=O)c1ccco1)C(=O)OCC(=O)Nc1sccc1C#N (stereo not drawn) | 0.6 | -0.4
CC(=O)NCC1=C(NC(C)=O)C2CC1C(C)(C)C2C (stereo not drawn) | 3.9 | 1.4
Cn1nc(CC(=O)Nc2cccnc2N2CCOCC2)c2ccccc2c1=O | 0.0 | -0.3
Cn1ccnc1SCC(=O)Nc1ccc2c(c1)OC(F)(F)O2 | 2.0 | 0.4
COc1ccc(N2Cc3ccc(C(=O)N/N=C\c4ccc(O)cc4O)cc3C2)cc1 | 8.3 | 6.9
COc1ccc(-c2nn(C)c(=O)c3ccccc23)cc1CNC(=O)CN1CCOCC1 | 3.6 | -1.0
C[C@H]1CC[C@H]2C(=O)N3[C@H](c4ccccc4Br)[C@@H](C)CC[C@H]3C(=O)N2[C@@H]1c1ccccc1Br | 2.6 | 0.3
COCCCNC(=O)C1CCC(CNS(=O)(=O)c2ccc(C)cc2)CC1 (stereo not drawn) | -0.9 | -1.5
COC(=O)/C=C1\OC(c2ccccc2)=CC1=O | 0.1 | 0.9
Clc1cccc(CN2COc3c(cc(Cl)c4cccnc34)C2)c1 | 4.8 | 1.5
CCOC(=O)c1c(NC(=O)N/N=C/c2ccc(O)c(OC)c2)sc(C(C)=O)c1C | -1.4 | -0.4
COc1ccc2no[n+]([O-])c2c1 | 4.0 | -1.7
COc1cc(C)nc(N2CCCC(C(=O)NC3CCC(C)CC3)C2)n1 (stereo not drawn) | 0.0 | -0.8
CCCCC1=CC2=CC(=O)C(C)(OC(=O)c3ccc(Cl)nc3)C(=O)C2=CO1 (stereo not drawn) | 4.5 | 0.3
Cc1ccsc1/C=C1/SC(N2CCOCC2)=NC1=O | 3.6 | 0.7
N=C1/C(=C/c2cccn2-c2cccc([N+](=O)[O-])c2)C(=O)N=C2SC=CN12 | 1.7 | 0.0
NC(=O)c1ccccc1Nc1nc2nc3ccccc3c(=O)n2cc1Br | 0.1 | -1.1
CCc1nc2sc3c(Cl)ncnc3c2c2c1CCCC2 | 1.3 | -2.3
O=C1CC(c2ccc(Br)cc2)NC(c2ccc(Br)cc2)C1c1ccccc1 (stereo not drawn) | 0.5 | -0.7
COc1ccccc1N1CCN(C2CCN(C3CCC(c4ccccc4)CC3)CC2)CC1 (stereo not drawn) | 0.8 | -0.2
O=C(O)c1cc(O)c2c(c1)[C@@H]([C@H]1c3cc(C(=O)O)cc(O)c3C(=O)c3c(O[C@@H]4O[C@H](CO)[C@@H](O)[C@H](O)[C@H]4O)cccc31)c1cccc(O[C@@H]3O[C@H](CO)[C@@H](O)[C@H](O)[C@H]3O)c1C2=O | 0.6 | -4.0
CCOC(=O)c1cnc(-n2nc(C)cc2C)nc1NNc1ncc(-c2ccccc2)cn1 | -1.2 | -0.7
O=C(C1=C[C@@H]2[C@H]3C(=O)N(c4ccccc4Cl)C(=O)[C@H]3[C@@H](C(=O)c3ccc(Cl)cc3)N2C=C1)c1ccccc1 | 4.1 | -0.6
O=C(Nc1ccc(F)c(F)c1)c1ccc(F)c(S(=O)(=O)N2CCOCC2)c1 | 3.3 | 0.8
CC(=O)c1ccc(COC(=O)c2ccccc2NC(=O)C(C)C)cc1 | -1.6 | 1.5
COc1ccc(-c2cc(C(F)(F)F)c(C#N)c(SCC(=O)Nc3ccccc3C#N)n2)cc1 | -0.7 | 2.7
Cc1ccc(NC(=O)Nc2ccc3c(c2)nc(C)n3C)cc1C | 3.2 | -1.9
Cc1ccc(C2C3=C(CCCC3=O)Nc3c2c(C)nn3-c2ccccn2)o1 (stereo not drawn) | 2.8 | -2.3
CCOC(=O)C1=C(N)n2c(s/c(=C/c3ccccc3)c2=O)=C(C(=O)OCC)C1c1ccccc1 (stereo not drawn) | 3.7 | 1.4
CC(C)(C)C(=O)/C(=C\c1ccc([N+](=O)[O-])cc1)n1cncn1 | -1.5 | -2.2
COc1ccc(S(=O)(=O)n2nc(C)c(S(=O)(=O)N3CCOCC3)c2C)cc1OC | -0.9 | -0.6
CC1CN(c2nc3ccccc3nc2C(C#N)C(=O)NC2CCCCC2)CC(C)O1 (stereo not drawn) | 0.9 | 2.2
CCn1cc(C(=O)O)c(=O)c2cc(F)c(N3CCN(S(=O)(=O)c4ccc(Br)cc4)CC3)cc21 | 7.7 | -0.2
CCOC(=O)c1c2c(n(C)c1COC)C(=O)C(=O)c1ccc(Br)cc1-2 | 0.8 | -2.2

(list continues)
smiles | AddAB inh | Ecoli viability
CC(=O)Nc1ccc2nc(NC(=O)c3ccc([N+](=O)[O-])s3)sc2c1 | -1.9 | -1.8
C#CCOCCOCCOCCNc1nc(N2CCN(C(=O)[C@H](CCCCN)n3cc(C(N)CO)nn3)CC2)nc(N2CCN(C(=O)[C@H](CCC(=O)O)n3cc(C(N)[C@H](C)CC)nn3)CC2)n1 (stereo partly drawn) | 3.9 | -2.0
Cc1ccc(SCc2cc(=O)n3ccsc3n2)c(C)c1 | 4.2 | -2.6
O=C(Nc1ccc2c(c1)nc1n2CCN(C2CCCCC2)C1)NC1CCCCC1 | 3.8 | -0.2
Brc1ccc2[nH]c3c(N4CCc5ccccc5C4)ncnc3c2c1 | 2.9 | 0.4
Cc1ccc(NC(=O)c2cc3c(=O)oc4ccc(C)cc4c3s2)nc1 | 1.9 | 0.9
O=C(N/C(=C\c1cn(-c2ccccc2)nc1-c1ccccc1)C(=O)N1CCOCC1)c1ccccc1 | 6.6 | 0.7
COc1ccccc1N1CCN(C(=O)CSc2ncnc3c2cnn3-c2ccc(C)c(C)c2)CC1 | 0.8 | -4.0
Cn1c(=O)c(C(=O)COC(=O)c2cc(-c3ccco3)nc3ccccc23)c(N)n(Cc2ccccc2)c1=O | 0.8 | -1.0
CCOc1ccc(NC(=S)N(CC)Cc2ccccc2)cc1 | 2.7 | 0.6
O=C(O)c1ccc(Cl)c2c1C1C=CCC1C(c1ccccn1)N2 (stereo not drawn) | 0.8 | -1.5
NCCCC[C@H](NC(=O)C1CCNCC1)c1nnc(CN)o1 | 1.1 | 1.2
O=C(C1CCN(S(=O)(=O)c2cccc3cccnc23)CC1)N1CCN(C2CCCCC2)CC1 | 3.1 | -2.3
COc1ccc(NS(=O)(=O)c2ccc(N)cc2)nn1 | 8.9 | 5.0
C/C=C\C=C/C(=O)Nc1cccc(C2=NOC3(C2)C[C@@H](C(N)=O)N(C(=O)c2ccccc2)C3)c1 (stereo partly drawn) | 2.5 | -0.2
O=C1CCCC/C1=N\Nc1ccc(C2CCCCC2)cc1 | 1.9 | 0.3
CCCCn1nnc(NC(=O)c2ccc(-c3cccc([N+](=O)[O-])c3)o2)n1 | 5.6 | 1.9
Cc1cc(C)n(C(=O)c2sc3cc(F)ccc3c2Cl)n1 | 0.3 | -0.2
COc1cccc(C2=CC(c3ccccc3)n3ncnc3N2)c1 (stereo not drawn) | 3.7 | 0.9
Cc1cc(Cl)c(OCCCCNC(C)(C)C)c(Br)c1 | 3.0 | 1.2
Cc1cc(C(=O)N/N=C/c2cc(Br)ccc2OC(=O)c2ccc(Br)cc2)n[nH]1 | 0.9 | -1.9
CC(=O)C1=C(C)NC(SCSc2ccccc2)=C(C#N)C1c1cccnc1 (stereo not drawn) | 1.1 | 1.6
COC(=O)c1cccc(OC(N)=O)c1 | 1.6 | 0.5
O=C(NCc1ccccc1Br)c1cccc2c1C(=O)c1ccc(N3CCOCC3)cc1S2(=O)=O | -2.1 | -1.1
Cc1ccccc1C(C(=O)NC1CCCC1)N(C(=O)CNC(=O)c1ccco1)c1cccnc1 (stereo not drawn) | 0.7 | -2.1

One compound at a time (already shown):
`O=C(C1CCN(S(=O)(=O)c2cccc3cccnc23)CC1)N1CCN(C2CCCCC2)CC1` as listed: AddAB inh = 3.1; Ecoli viability = -2.3
`Cc1ccccc1C(C(=O)NC1CCCC1)N(C(=O)CNC(=O)c1ccco1)c1cccnc1` (stereo not drawn) as listed: AddAB inh = 0.7; Ecoli viability = -2.1
`O=C1CCCC/C1=N\Nc1ccc(C2CCCCC2)cc1` as listed: AddAB inh = 1.9; Ecoli viability = 0.3

Remaining list, next part
smiles | AddAB inh | Ecoli viability
COC(=O)CCCC1=CC2=CC(=O)C(C)(OC(=O)c3ccc(Cl)nc3)C(=O)C2=CO1 (stereo not drawn) | 1.6 | -3.2
N#C/C(=C\c1cccc2ccccc12)c1nn(-c2ccccc2)c(N)c1C#N | 2.5 | 0.3
CCOCC(=O)Nc1cc(C(=O)Nc2cc(C)cc(C)c2)ccc1Cl | 3.2 | 2.1
Cc1c(NC(=O)CC2NC(=O)NC2=O)c(=O)n(-c2ccccc2)n1C (stereo not drawn) | 4.5 | 2.3
O=C(Cn1nc2sc3ccccc3n2c(=O)c1=O)c1ccc(Cl)cc1 | 0.9 | 1.3
Cc1ccc2c(Cl)cc(Cl)c(OCC(=O)Nc3ccc(C)c(S(=O)(=O)N(C)C)c3)c2n1 | -3.0 | -6.4
O=C(CCS(=O)NCc1ccccc1)NCc1ccccc1 (stereo not drawn) | 1.3 | 0.4
Cc1c(Cl)cn2c(=O)cc(CN(C)Cc3nc4ccccc4c(=O)[nH]3)nc2c1Cl | 1.5 | 0.0
COc1ccc(CCNC(=O)CCN2C(=O)c3ccccc3C2=O)cc1OC | -0.5 | -3.9
CC1(OC(=O)c2cccs2)C(=O)C=C2C=C(c3ccsc3)OC=C2C1=O (stereo not drawn) | -1.1 | -2.4
CCCCCCc1cc2cc(-c3nnc(-c4cc(OC)c(OC)c(OC)c4)o3)c(=O)oc2cc1O | 1.3 | -0.5
NC(=O)c1c(-c2cccs2)csc1N | 3.1 | -0.6
c1ccc(C2CCC3(CC2)Oc2ccccc2C2CC(c4cccnc4)=NN23)cc1 (stereo not drawn) | 0.1 | 0.4
O=C(Oc1ccc2cc(Br)ccc2c1)N1CCCCCC1 | 3.4 | 1.6
CCN(CC)CCn1c(SCC(=O)Nc2ccc(F)cc2)nc2c(sc3ccccc32)c1=O | -2.5 | -1.0
CC(C)=CCc1c(-c2ccc(O)cc2O)oc2c3c(cc(O)c2c1=O)OC(C)(C)C=C3 | 4.9 | -0.5
O=C(NC(=O)N1CCN(c2ccc([N+](=O)[O-])cn2)CC1)c1c(Cl)cccc1Cl | 2.2 | 3.7
CCC(NC(=O)COc1ccc([N+](=O)[O-])cc1)c1ccccc1 (stereo not drawn) | -1.1 | 0.3
NC(C(=O)O)C1CC(Cl)=NO1 (stereo not drawn) | -2.4 | -0.1
N#CC1=C(N)SC(N)=C(C#N)C1CCC1CCCCC1 | 2.4 | 0.2
O=C(N/N=C/c1cccnc1)c1ccccc1OCc1ccc(Cl)cc1 | 3.0 | 0.2
O=C(NCc1ccc2[nH]c3c(c2c1)CCCC3)N1CCOCC1 | -3.4 | -3.1
COC(=O)[C@@]1(Cc2ccccc2)[C@H]2c3cc(C(=O)N4CCCC4)n(CCSCCO)c3C[C@H]2CN1C(=O)c1ccccc1 | 2.3 | -3.4
C[C@@H]1C[C@@H]2OC(=O)[C@]3(C)[C@H]2[C@@H](OC3(C)O)[C@]2(C)C(=O)CC[C@H]12 (stereo partly drawn) | 3.9 | -0.4
CC(C)[C@@]1(c2ccc(Cl)cc2)ON(c2ccccc2C(F)(F)F)C1=O | 1.0 | 0.3
CC(C)=CCc1c2c(c(O)c3c(=O)c4c(oc13)-c1cc(O)c(O)cc1OC4C=C(C)C)C=CC(C)(C)O2 (stereo not drawn) | 3.5 | -2.3
O=C(c1cnn(C(=O)c2cccc(S(=O)(=O)N3CCOCC3)c2)c1)c1cc(Cl)cc(Cl)c1O | -0.9 | -0.2
CCCc1nnc(NC(=O)c2c(O)c3cccc4c3n(c2=O)CCC4)s1 | 1.2 | 2.5
Cn1c(N)c(C(=O)COC(=O)c2cc(C(F)(F)F)nc3ccccc23)c(=O)n(Cc2ccccc2)c1=O | -0.2 | -1.5
CCN(C(=O)COC(=O)c1cc(-c2ccc3cc(OC)ccc3c2)nc2ccccc12)C1CCS(=O)(=O)C1 (stereo not drawn) | 4.2 | 0.0

Screens as filed in PubChem BioAssay.
